# Source: PubChem BioAssay (several laboratories)
# Ecoli viability = bacterial growth inhibition, counter-screen for AddAB inhibitors | E. coli V3065 growth, OD600 absorbance, 18 h | 330,000 compounds, 0.27% hits | inhibition, % at 11.9 µM | AID 449728;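 active = inhibition above the campaign's mean inhibition across all tested compounds plus 3 SD, cut at about 9.9% in these data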;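 also: uninfected addAB+ strain grown without phage in ampicillin broth; 0% = DMSO wells and 100% = ciprofloxacin 0.95 µg/ml wells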
# Rtt109 HAT inh = blocks Candida albicans Rtt109/Vps75 acetyltransferase activity; Q5AAJ8; purified Rtt109/Vps75, ThioGlo CoA-SH fluorescence, 4 h; inhibition, % at 34.9 µM; 330,000 compounds, 0.16% hits; AID 540336;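 active = inhibition of at least 50% in every replicate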
# Target sequence (Q5AAJ8 whole entry, looked up): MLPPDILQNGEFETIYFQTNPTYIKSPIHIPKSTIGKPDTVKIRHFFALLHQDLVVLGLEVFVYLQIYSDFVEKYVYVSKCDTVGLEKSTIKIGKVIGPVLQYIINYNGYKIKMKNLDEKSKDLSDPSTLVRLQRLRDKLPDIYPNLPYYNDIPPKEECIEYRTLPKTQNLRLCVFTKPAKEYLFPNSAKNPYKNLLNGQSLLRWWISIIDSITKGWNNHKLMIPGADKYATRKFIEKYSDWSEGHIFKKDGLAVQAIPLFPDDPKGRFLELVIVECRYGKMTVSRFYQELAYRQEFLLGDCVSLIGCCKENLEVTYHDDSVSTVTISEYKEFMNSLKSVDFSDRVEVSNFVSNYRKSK
# PvdQ inh = P. aeruginosa PvdQ acylase inhibition. purified PvdQ acylase, fluorescence plate reader. inhibition, % at 10 µM. 340,000 compounds, 0.063% hits; in the data active = inhibition above about 30%, passing the limit was not always enough;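 also: 0% = vehicle neutral wells and 100% = reference inhibitor wells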
# DAGLB inh = blocks human DAGLB lipase activity | Q8NCG7 | inhibition, % at 5.17 µM | HEK293T DAGLB membrane lysate, EnzChek fluorogenic substrate | 340,000 compounds, 0.059% hits; in the data active = inhibition above about 34%;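 also: 0% = enzyme with vehicle and 100% = wells lacking enzyme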
# Target sequence (Q8NCG7 whole entry, looked up): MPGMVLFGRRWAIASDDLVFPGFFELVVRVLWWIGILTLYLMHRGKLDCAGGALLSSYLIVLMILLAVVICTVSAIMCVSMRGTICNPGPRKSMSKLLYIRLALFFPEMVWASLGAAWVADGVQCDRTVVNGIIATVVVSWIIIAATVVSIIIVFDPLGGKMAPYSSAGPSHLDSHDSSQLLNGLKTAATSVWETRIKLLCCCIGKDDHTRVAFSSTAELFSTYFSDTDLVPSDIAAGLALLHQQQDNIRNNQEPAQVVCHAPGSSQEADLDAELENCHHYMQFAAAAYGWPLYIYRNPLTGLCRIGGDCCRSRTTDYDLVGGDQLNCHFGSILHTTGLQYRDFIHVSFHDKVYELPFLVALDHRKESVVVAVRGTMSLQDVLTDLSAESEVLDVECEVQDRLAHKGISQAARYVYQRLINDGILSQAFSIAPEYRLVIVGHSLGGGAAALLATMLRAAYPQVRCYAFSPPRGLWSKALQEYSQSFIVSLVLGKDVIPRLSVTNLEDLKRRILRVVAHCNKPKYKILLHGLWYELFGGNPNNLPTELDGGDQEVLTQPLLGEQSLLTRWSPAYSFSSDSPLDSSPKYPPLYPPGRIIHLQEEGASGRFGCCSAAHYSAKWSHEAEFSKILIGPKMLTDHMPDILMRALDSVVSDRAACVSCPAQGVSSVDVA
# PfHsp90 yeast 2 = inhibits growth of yeast expressing Plasmodium falciparum Hsp90; AID 504621; S. cerevisiae expressing PfHsp90, BacTiter-Glo ATP, 48 h; yeast lacking PDR1 and PDR3 efflux regulators; inhibition, % at 9.4 µM; 310,000 compounds, 0.32% hits;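 active = every replicate shows inhibition above about 80%, whatever the replicate mean, limit read from the data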;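 also: 0% = DMSO neutral controls and 100% = 20 µM radicicol positive controls; yeast relying on Plasmodium falciparum Hsp90 in place of its own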
# CAL PDZ FP = blocks peptide binding to human CAL PDZ domain; inhibition, % at 20 µM; Q9HD26; purified CAL PDZ, TMR-peptide fluorescence polarization, 1 h; AID 504414; 330,000 compounds, 0.02% hits;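 active = highest replicate inhibition of at least 40%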;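 also: plate controls were DMSO neutral control wells for no effect and unlabeled competitor peptide control wells for full effect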
#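 Material – purified CerCALP PDZ construct · Detection – FP readout, S and P plane fluorescence · Measure – percent inhibition from loss of millipolarization · Controls – unlabelled peptide for full inhibition, DMSO wells as neutral · Probe or stimulus – TMR-labelled reporter peptide T*-PRC34 bound in PDZ groove · Times – 1 h at RT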
# Wnt act = activators of Wnt/beta-catenin signaling. Wnt/beta-catenin reporter cell assay, activator, plate reader. activation, % at 9.35 µM. 300,000 compounds, 1.2% hits. AID 743398; in the data active = activation above about 30%, passing the limit was not always enough;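 also: 0% = neutral control wells and 100% = positive control wells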
# AddAB inh = less growth of phage-infected E. coli with AddAB; inhibition, % at 11.9 µM; E. coli expressing H. pylori AddAB, absorbance growth; 330,000 compounds, 0.29% hits; in the data active = inhibition above about 12%;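 also: 0% = vehicle wells of infected cells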
# Tat transport = inhibitors of E. coli Tat protein transport; E. coli MC4100 TorA-mCherry Tat export, fluorescence; inhibition, % at 10 µM; 340,000 compounds, 0.036% hits; AID 488895;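 active = mean replicate inhibition at least 50% and at least half of replicates individually reaching 50%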;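 also: exported cargo escapes ClpAP degradation while cytoplasmic cargo is degraded and loses fluorescence; 0% = median of neutral control wells and 100% = median of NaSCN control wells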
# phage Ecoli inh = E. coli growth loss with phage present; growth absorbance; inhibition, % at 11.9 µM; 360,000 compounds, 0.26% hits; in the data active = inhibition above about 11%
# Active calls of the source: *; . = no result given. Compounds as they come; overall some 1.9% were active at least once.
# The line under a structure holds: Ecoli viability, Rtt109 HAT inh, PvdQ inh, DAGLB inh, PfHsp90 yeast 2, CAL PDZ FP, Wnt act, AddAB inh, Tat transport, phage Ecoli inh
> Cc1ccsc1C(=O)OCC(=O)NCCC1=CCCCC1
    -0.5, -27, -9, -6, -17, -1.9, -1, 3.1, -6, 4.2
> COc1ccc(NS(=O)(=O)c2cccc(C(=O)N3CCN(Cc4ccc5c(c4)OCO5)CC3)c2)cc1
    1.6, 4, -7, 1, -6, -3.1, -2, 1.4, 20, -2.4
> COc1ccc(C(=O)NC2CC3CCCC(C2)N3Cc2ccccc2)c(OC)c1 (stereo unspecified)
    -0.7, 9, -13, 2, 32, -1.1, 0, 2.1, -6, 1.5
> O=C(NCC(c1ccco1)N1CCCCC1)c1cnc(Cl)c(Cl)c1 (stereo unspecified)
    0.1, 14, 4, -3, 22, 0.6, -2, 4.0, -1, 2.6
> Nc1nc(-c2nonc2N)no1
    1.3, -6, 5, 1, 12, 0.2, -3, 2.4, 19, 2.6
> CC(C)(O)C#Cc1ccc(C(=O)N2CCN(c3ccc(Cl)cc3)CC2)cc1
    0.8, -1, -16, -2, -18, -0.4, -5, 3.1, 0, 5.0
> CC(=O)c1ccc(N2CCN(S(=O)(=O)c3ccc(-c4cc(C)no4)s3)CC2)cc1
    -0.8, -24, -13, -1, -7, -2.3, -2, 1.9, -3, -0.4
> CCOCCCNC(=O)/C(C#N)=C/c1ccc(Cl)c([N+](=O)[O-])c1
    2.1, -5, -5, -1, -9, -1.6, 1, 6.1, -4, 2.9
> COC(=O)c1c([N+](=O)[O-])c(OC)c(OC)c(OC)c1[N+](=O)[O-]
    3.7, ., 5, -1, -58, 0.5, 0, 2.0, 10, 1.3
> O=C(Cc1cccc(C(F)(F)F)c1)NCc1cccnc1
    1.1, -13, -4, -4, 2, -2.2, 0, 3.5, 1, -0.2
> CC(C(=O)OCC(=O)NC1CCCCC1)N1C(=O)c2ccccc2C1=O (stereo unspecified)
    -0.3, 3, -7, 1, 2, -1.1, 2, -0.7, -6, 3.4
> COc1ccc(S(=O)(=O)N2CCCOC2CNC(=O)C(=O)NCCc2ccco2)cc1OC (stereo unspecified)
    -1.1, 6, -10, 2, -2, 0.6, -3, -1.2, 6, 0.6
> O=S(=O)(Nc1cccc(CO)c1)c1cccs1
    -2.0, ., ., ., ., ., 23, -1.3, ., 1.2
> CN1/C(=C\C(=O)COC(=O)CN2C(=O)C3CC=CCC3C2=O)C(C)(C)c2ccccc21 (stereo unspecified)
    -2.4, 10, -7, -1, -93, -2.4, 2, 1.8, -2, 0.6
> Oc1ccccc1-c1nc(NCC2CCCO2)c2ccccc2n1 (stereo unspecified)
    0.6, 3, -11, -5, -25, -1.9, ., 1.8, 7, 0.6

# (cont.)
# The line under a structure holds: Ecoli viability, Rtt109 HAT inh, PvdQ inh, DAGLB inh, PfHsp90 yeast 2, CAL PDZ FP, Wnt act, AddAB inh, Tat transport, phage Ecoli inh
> COc1ccc(CCNC(=O)CN2c3cccc4cccc(c34)S2(=O)=O)cc1
    ., -4, -17, -5, 11, 0.1, -1, ., 5, 1.6
> CCOC(=O)N1C(=O)C2(CCCCC2)N(c2ccccc2Cl)C1=S
    1.5, 4, -3, -5, -22, -2.3, ., 1.4, -2, 3.3
> COc1ccc(C(=O)NCc2ccccn2)cc1[N+](=O)[O-]
    -3.0, -9, -8, 1, ., -1.2, -1, 2.5, 7, 0.9
> Nc1n[nH]c(CCCO)n1
    2.2, -8, -17, 1, 5, -0.1, ., 4.4, 6, 2.6
> O=C(CSc1nncs1)Nc1ccc2[nH]c(=O)[nH]c2c1
    -1.4, -9, -9, 1, ., -1.5, 2, -0.5, -12, 5.8
> Cc1cc2[nH]c(=O)c(=O)[nH]c2cc1S(=O)(=O)NCc1ccccc1
    -0.4, 5, -6, 0, -3, -0.7, 1, -0.4, -1, -0.8
> C=CCn1cc(C(=O)NCCCOCC)c(=O)c2cc(S(=O)(=O)N(CC)CC)ccc21
    2.4, -10, 4, 0, 23, 1.2, -9, 0.0, 3, 1.9
> Cn1c(SCc2nnc3n2CCCCC3)nc2ccccc21
    -0.1, -4, -4, 1, ., -2.4, -5, 1.5, -2, 2.7
> C[C@@]12C(=O)Nc3cc(F)ccc3C(=O)N1[C@H]1c3cc(Br)ccc3OC[C@@H]1[C@@H]2c1ccccc1
    5.4, -2, -6, -6, -37, 0.1, -2, 4.0, -4, 3.0
> CCCN(CCC)C(=O)C1CC(=O)OC12CCOC(C)(C)C2 (stereo unspecified)
    -0.2, -5, -11, 0, -12, -3.2, -2, 0.7, -11, 2.0
> CCn1c(SCC(=O)Nc2ccc3c(c2)OCO3)nc2c(c1=O)SC(C)C2 (stereo unspecified)
    1.2, 2, 0, 2, -42, -0.1, -2, -1.7, 15, 1.8
> COc1ccc(C2/C=C\CN(S(=O)(=O)c3cccc4cccnc34)CC(=O)N2Cc2ccc(F)cc2)cc1 (stereo unspecified)
    -0.7, -4, 7, 0, ., 0.4, -4, 0.9, -10, 2.7
> CCN(Cc1ccc2c(c1)OCCO2)C(=O)CN1C(=O)NC2(CCCCC2)C1=O
    -0.3, 1, -12, -1, 7, -1.8, 3, -0.3, 2, 0.3
> CCOC(=O)C1(O)CC(C)=NN1C(=O)c1cccc(Cl)c1 (stereo unspecified)
    1.6, -2, -10, 3, 3, 0.2, ., 1.7, 4, 0.6
> O=C(Cc1nc(-c2cnccn2)no1)NNC(=O)Nc1ccccc1
    0.4, 0, -8, -2, -3, -0.2, 1, 1.9, 0, 2.5

# Results in Ecoli viability and PvdQ inh, for some of the entries so far:
SMILES	Ecoli viability	PvdQ inh
CCOC(=O)C1(O)CC(C)=NN1C(=O)c1cccc(Cl)c1 (stereo unspecified)	1.6	-10
COc1ccc(C(=O)NCc2ccccn2)cc1[N+](=O)[O-]	-3.0	-8

# Other results follow.
# The line under a structure holds: Ecoli viability, Rtt109 HAT inh, PvdQ inh, DAGLB inh, PfHsp90 yeast 2, CAL PDZ FP, Wnt act, AddAB inh, Tat transport, phage Ecoli inh
> CCn1c(SCc2ccccc2)nc2c(c1=O)SCC2
    0.5, 9, -5, -6, -5, -0.3, -1, 3.8, 8, -0.4
> CN1CCC[C@H]1CCNC(=O)c1c(-c2ccsc2)sc2ccccc12
    0.3, -2, 2, -2, 14, -0.2, 0, 1.6, -6, -0.1
> COc1ccccc1C(=O)NC1CC(C)(C)NC(C)(C)C1
    1.2, 0, -9, 0, 8, 0.1, 0, 2.3, 4, -0.7
> NNC(=O)CCN1CCN(C(c2ccccc2)c2ccccc2)CC1
    -0.8, 0, -12, 1, -1, -0.6, 12, -4.0, 8, 1.3
> COc1cccc(/C=N/n2c(N)nc3ccccc32)c1OC
    -1.2, ., -7, -3, -12, -1.7, 27, -1.8, -4, -1.1
> CCOC(=O)c1ccc(N2C(=O)[C@@H](c3ccccc3)[C@H]2c2ccccc2)cc1
    2.1, 4, -11, -11, -39, -1.5, 2, 2.0, -1, 0.8
> CS(=O)(=O)c1ccc(NCCc2ccc(S(N)(=O)=O)cc2)c([N+](=O)[O-])c1
    0.4, -1, -15, -5, 6, -1.2, -1, 4.2, 5, 1.5
> COc1ccc(S(=O)(=O)N2CCC(C(N)=O)(N3CCCCC3)CC2)cc1OC
    -0.1, 4, -9, -3, -13, -1.4, 0, -2.0, -2, 1.0
> O=C(OC(C(=O)NC1CCCCC1)c1ccc(C(F)(F)F)cc1)c1ccco1 (stereo unspecified)
    2.1, -21, -12, -3, ., -3.2, -3, 0.2, -3, 7.2
> Cc1ccc(NC(=O)CCc2nc(-c3cccs3)no2)c(Br)c1
    -3.4, 2, 6, -4, 9, -0.4, 0, 1.6, 5, 5.0
> O=C(C1CCCC1)N1CCN(S(=O)(=O)c2ccc(F)cc2)CC1
    1.9, -5, 4, 0, 7, -3.2, 0, -0.4, -5, -1.3
> NS(=O)(=O)c1cnccc1Nc1ccc(Cl)cc1
    2.2, 7, -3, -1, -23, -0.9, ., 1.1, -3, 4.8
> O=C1[C@@H]2[C@H](Cc3ccc(O)cc3)N[C@]3(C(=O)Nc4ccccc43)[C@@H]2C(=O)N1c1ccc(F)cc1
    2.4, -3, -4, 3, -28, -0.7, -2, 2.3, 1, 2.8
> Cc1cccc2c1N(CCOc1ccc(C(C)(C)C)cc1)C(=O)C2=O
    1.0, 6, -2, 8, -25, -0.6, ., 2.0, -7, 4.3
> c1ccc(-c2nc(NCC3CCCO3)c3ccccc3n2)nc1 (stereo unspecified)
    -1.4, -1, -15, -1, ., 0.6, ., 4.5, -4, -6.4

# New compounds follow:
mol	Ecoli viability	Rtt109 HAT inh	PvdQ inh	DAGLB inh	PfHsp90 yeast 2	CAL PDZ FP	Wnt act	AddAB inh	Tat transport	phage Ecoli inh
C/C=C/COc1nc2c(c(=O)n(C)c(=O)n2C)n1C	-0.7	-4	-12	-2	15	-1.8	.	-1.2	-5	1.2
O=C(NCCC(c1ccccc1)c1ccccc1)c1cnccn1	-1.3	0	1	-1	-1	-1.1	-4	2.7	-15	0.8
COc1ccc(C)cc1N(CC(=O)N1CCCC1)S(=O)(=O)c1ccccc1	-0.4	4	-6	-1	29	0.1	1	2.7	1	-2.1
CCOC(=O)c1sc(NC(=O)c2ccc(Cl)s2)cc1C	0.6	2	3	-2	-22	-1.7	25	3.6	11	3.2
COCCCn1c(C(C)C)nc2oc3cc(OC)ccc3c(=O)c2c1=O	1.7	9	-8	-1	-22	0.3	7	1.9	1	4.7
CCCCC(CC(O)COCCC)c1n[nH]c(=S)n1-c1ccccc1 (stereo unspecified)	1.8	5	-10	3	12	-0.1	0	4.5	-11	5.0
CCC(C)c1ccc(S(=O)(=O)N2CCN(S(=O)(=O)c3ccc(NC(C)=O)cc3)CC2)cc1 (stereo unspecified)	1.6	13	9	-2	-5	-1.7	-3	1.4	-11	0.7
CCOC(=O)c1sc(NC(=O)C(CC)Sc2nnc3c4ccccc4n(C(C)C)c3n2)nc1C (stereo unspecified)	.	-9	-6	-3	5	-0.9	-3	.	-7	3.4
CC(C)N(C(=O)COC(=O)c1cncc(Br)c1)C(C)C	0.8	0	-3	1	13	0.4	-1	-1.7	-1	0.1
O=C1CC(C(=O)N(CC2CCCO2)C(C(=O)NC2CCCCC2)c2ccncc2)CS1 (stereo unspecified)	-1.2	-10	-15	0	4	.	1	-2.6	1	2.5
C#CCN1C(=O)C2(OCCO2)c2ccccc21	0.0	10	-10	-2	4	-7.9	1	2.6	-4	-0.8

# A few values from the list.
# C#CCN1C(=O)C2(OCCO2)c2ccccc21 in Rtt109 HAT inh is entered as 10
# COc1ccc(C)cc1N(CC(=O)N1CCCC1)S(=O)(=O)c1ccccc1 in Wnt act is entered as 1
# O=C1CC(C(=O)N(CC2CCCO2)C(C(=O)NC2CCCCC2)c2ccncc2)CS1 (stereo unspecified) in AddAB inh is entered as -2.6
# COCCCn1c(C(C)C)nc2oc3cc(OC)ccc3c(=O)c2c1=O in Tat transport is entered as 1
